GlmU inhibition: inhibition of mycobacterial GlmU enzyme – biochemical, glucosamine-1-phosphate acetyltransferase (AID 1376); M. tuberculosis GlmU acetyltransferase enzyme assay; higher % means a stronger effect; inhibition, %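 (tested at 30 µM in the primary screen)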; hits with a dose series show IC50 in µM; 220,000 compounds, 0.25% hits; in the data active = inhibition above about 13%;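 also: 0% = complete reaction with vehicle and 100% = reaction without substrate; strong numbers were not always called active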
RmlCD inh 1536: M. tuberculosis RmlC/RmlD inhibition; AID 1533; RmlC+RmlD coupled enzyme assay, percent inhibition; primary screen in compound mixtures; 160,000 compounds, 0.03% hits; P9WH09+P9WH11; inhibition, % at 3.6 µM; in the data active = inhibition mostly above about 34%, no sharp cut-off; also: some results filed as inactive read as strong as hits
Target sequence (P9WH09 whole entry, looked up): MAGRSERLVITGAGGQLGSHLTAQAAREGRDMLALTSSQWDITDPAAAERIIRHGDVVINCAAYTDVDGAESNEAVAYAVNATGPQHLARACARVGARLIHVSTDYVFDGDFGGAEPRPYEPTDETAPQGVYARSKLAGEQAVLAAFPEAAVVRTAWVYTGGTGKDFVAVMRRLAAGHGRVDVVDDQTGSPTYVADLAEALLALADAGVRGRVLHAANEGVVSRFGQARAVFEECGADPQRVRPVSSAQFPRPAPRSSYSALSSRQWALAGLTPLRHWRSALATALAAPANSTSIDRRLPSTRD
Target sequence (P9WH11 whole entry, looked up): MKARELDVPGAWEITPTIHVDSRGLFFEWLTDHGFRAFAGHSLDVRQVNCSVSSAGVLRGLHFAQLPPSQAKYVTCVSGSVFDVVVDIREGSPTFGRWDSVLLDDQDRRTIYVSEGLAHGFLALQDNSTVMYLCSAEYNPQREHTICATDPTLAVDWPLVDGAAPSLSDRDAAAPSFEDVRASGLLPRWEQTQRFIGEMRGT
* marks the source's active call; other numbers are inactive results; . = not tested or not shown.

SMILES	GlmU inhibition	RmlCD inh 1536
Cc1ccc(-n2nnnc2SCC(=O)NC2CCCc3ccccc32)c(C)c1 (stereo not given)	5.4%	5.0
COc1ccc(NC(=O)C2CCN(C(=O)Cc3ccccc3)CC2)cc1OC	5.3%	4.4
COCCNC(=S)N1CCN(S(C)(=O)=O)CC1	2.2%	15.4
C=CCn1c(C(CCCC)CC(C)O)n[nH]c1=S (stereo not given)	-4.3%	.
Fc1ccc(-n2c(Cc3ccccc3)nnc2SCc2nc(-c3cccs3)no2)cc1	2.2%	.
CCN(CC)CCNC(=O)COc1ccc(Cl)cc1Cl	0.8%	-0.9
O=C(/C=C/c1c(Cl)nc2ccccn12)N1CCN(c2ccc(F)cc2)CC1	5.4%	-10.8
CC(=O)Nc1ccc(NC(=O)CCC(=O)OCC(=O)c2cccc([N+](=O)[O-])c2)cc1	3.9%	-8.6
CC1CN(C(=O)c2ccc(CNS(=O)(=O)c3cccc(C(F)(F)F)c3)cc2)CC(C)O1 (stereo not given)	2.5%	.
O=C1c2ccccc2C(=O)C1c1ccc(O)cc1	3.8%	-5.5
CC(=O)c1ccc(NC(=S)NNC(=O)NC2CCCCC2)cc1	1.9%	1.9
CC(=O)Nc1ccc(OC(=O)C(CCS(C)(=O)=O)N2C(=O)c3ccccc3C2=O)cc1 (stereo not given)	-5.9%	.
COc1ccc(/C=N/n2c(=O)[nH]c3c([nH]c4ccc(F)cc43)c2=O)cc1CN1CCCCC1	-0.3%	-5.4
O=C(COC(=O)c1ccc2ccccc2c1)NCCCc1ccccc1	-2.0%	4.0
COc1ccc(NC(=O)NNC(=O)c2ccccc2-n2cccc2)cc1OC	3.5%	1.4
C=C(C)C(=O)Nc1cccc(C2=NOC3(C2)C[C@@H](C(N)=O)N(C(=O)C(=C)C)C3)c1 (stereo not given in full)	-0.8%	8.9
O=C(c1ccccc1Cl)N1CCC(O)(c2cccnc2)CC1	5.7%	10.3
CC(C)N(c1nnc(N)s1)C(C)C	-3.7%	.
O=C(N/N=C/c1ccc(O)cc1)c1cc(-c2ccc3c(c2)OCO3)n[nH]1	0.6%	-7.6
O=C(COC(=O)CCc1ccc(S(=O)(=O)N2CCOCC2)cc1)NC1CCCCCC1	-1.5%	5.0

A different layout for part of the listing above:
Value order – GlmU inhibition	RmlCD inh 1536
COCCNC(=S)N1CCN(S(C)(=O)=O)CC1
  2.2%	15.4
Cc1ccc(-n2nnnc2SCC(=O)NC2CCCc3ccccc32)c(C)c1 (stereo not given)
  5.4%	5.0

(continued)
SMILES	GlmU inhibition	RmlCD inh 1536
CC(C)CCN1CCN(Cc2c(F)cccc2Cl)CC1CCO (stereo not given)	-7.1%	-2.9
CC(=NC1CCN(Cc2ccccc2)CC1)c1c(O)n(C)c(=O)n(C)c1=O	-3.0%	.
CC(C)(C)c1ccc(C(=O)Nc2ncn[nH]2)cc1	-1.6%	3.4
O=[N+]([O-])c1cccc(-c2ccc(/C=N/NC(=S)Nc3cccc(F)c3)o2)c1	-4.8%	-8.3
C/C(CC(=O)Nc1ccc(C)c(Cl)c1)=N\NC(=O)c1ccco1	-4.8%	10.4
CC(C)CC(c1nnnn1CC1CCCO1)N1CCN(Cc2ccc3c(c2)OCO3)CC1 (stereo not given)	2.9%	-7.4
CCCN1CNC(=S)N(c2ccccc2OC)C1	-1.3%	7.6
CC(=O)c1ccc(-c2cc([C@H]3[C@H]4C=CC[C@@H](C)[C@@H]4C(=O)N3Cc3ccccc3)ccc2F)cc1	2.5%	.
Cc1ccc(Cl)cc1N1CCN(S(=O)(=O)c2cccc(S(=O)(=O)N3CCCC3)c2)CC1	-1.0%	.
Cc1ccc(NC(=O)c2ccc(OC(=O)C(C)Oc3ccc(Cl)cc3C)cc2)cc1 (stereo not given)	5.3%	9.2
O=c1n(Cc2ccccc2F)c2ccccc2n1Cc1ccccc1F	3.2%	.
COc1cccc(C(=O)Oc2cc(C)[nH]c(=O)c2[N+](=O)[O-])c1	.	13.5
COc1ccc(CCN2C(=O)CC(C(C)c3ccccc3)C2=O)cc1OC (stereo not given)	-0.1%	-7.8
CCSC1=C(C#N)C(=O)n2c1cc1c2CCCC1	-3.4%	.
Cc1ccc(S(=O)(=O)NCC[C@@]2(C)C3CCC2(C)C(=O)C3)cc1 (stereo not given in full)	-5.9%	20.7
CN(C)S(=O)(=O)Oc1ccsc1C(=O)Nc1ccccc1Cl	0.7%	.
Cc1cc(C(=O)OCC(=O)N2CCc3ccccc32)c(C)o1	8.3%	-5.9
CCCC(=O)Nc1nc(C)c(-c2csc(Nc3cc(OC)ccc3OC)n2)s1	-1.8%	61.8
O=C(Nc1scc(-c2cccs2)c1C(=O)O)c1cccs1	11.5%	7.1
CCOC(=O)Nc1ccc(NS(=O)(=O)c2ccc(C)cc2)cc1	2.0%	-2.4
COCCCn1c(SCC(=O)Nc2cccc(C(=O)OC)c2)nnc1-c1ccncc1	-11.1%	-20.1
C=CCNC(=O)c1csc(-c2ccccc2)n1	-2.1%	.
O=C(CSc1ccc(Cl)cc1)N1N=CCC1c1ccccc1 (stereo not given)	5.0%	-6.7
CC(C)(C)c1cc(C(=O)N/N=C/c2ccc(F)cc2)n(-c2ccccc2)n1	4.8%	7.7
COc1cc(CNCCN(C)C)c(Br)cc1OC1CCCC1	1.9%	.
CC1(C)Oc2ccc3ccc(=O)oc3c2C(N2CCCCC2)C1O (stereo not given)	-0.6%	17.9
COc1ccccc1OCC(=O)Nc1nnc(-c2ccco2)s1	3.6%	.
Cc1cccc(C(=O)NCc2nnc(SCC(=O)NC(C)c3ccccc3)n2C)c1 (stereo not given)	1.4%	-1.3
O=[N+]([O-])c1cc(Br)c(O)c(C=Nc2ccc(N3CCOCC3)cc2)c1	1.4%	-7.0
COc1cccc(OC)c1C(=O)OCC(=O)NCC(C)C	-6.6%	7.7
CCCn1nnnc1SCC(=O)N1CCN(C(=O)c2ccco2)CC1	4.3%	.
O=C1c2cccnc2C(=O)N1Cc1ccc2c(c1)OCO2	-2.5%	-12.6
Cc1ccccc1NC(=O)CCN1CCCCCC1	-5.8%	.
Cc1nn(-c2ccccc2)c2c1C(c1ccc(Cl)cc1)N(c1ccccc1)C(=O)N2 (stereo not given)	4.4%	-11.2
Cc1ccc(C2NC(=O)NC(O)(C(F)(F)F)C2C(=O)c2cccs2)o1 (stereo not given)	-0.6%	.
COC(=O)CCC(=O)Nc1sc(C)c(C)c1C(N)=O	-0.8%	-3.1
CC(C)(C)C(=O)Nc1nnc(COc2ccc(Cl)cc2)s1	0.1%	14.0
CCc1cccc(CC)c1NC(=O)NC1CCCCC1	-2.2%	-7.6
Cc1noc(C)c1CSc1nnc2n(-c3ccccc3)c(=O)c3ccccc3n12	4.1%	.
O=C1CCCC2=C1C(c1ccc(OS(=O)(=O)c3ccc(Cl)cc3)cc1)C1=C(CCCC1=O)O2	3.0%	.

3 structures from above, ordered by length of the SMILES, rising.
SMILES	GlmU inhibition	RmlCD inh 1536
C=CCNC(=O)c1csc(-c2ccccc2)n1	-2.1%	.
COc1ccccc1OCC(=O)Nc1nnc(-c2ccco2)s1	3.6%	.
O=[N+]([O-])c1cc(Br)c(O)c(C=Nc2ccc(N3CCOCC3)cc2)c1	1.4%	-7.0

Continuation:
SMILES	GlmU inhibition	RmlCD inh 1536
Cc1ccc(CC(=O)NCCCc2ccccc2)cc1	0.7%	.
O=C(O)C1=C[C@@H](C2CC2)C[C@@H](OCCCCO)O1	1.9%	.
O=C(Nc1ccccc1)Nc1ccc(F)c([N+](=O)[O-])c1	0.4%	-8.2
O=S(=O)(Nc1ccncc1)c1ccccc1	7.2%	57.1
CCC(=O)Nc1cccc(C2=NOC3(C2)C[C@@H](C(N)=O)N(C(=O)COc2ccc(Cl)cc2)C3)c1 (stereo not given in full)	-2.8%	5.4
CCOc1cccc(/C(O)=C2/C(=O)C(=O)N(CCN3CCOCC3)C2c2cccnc2)c1 (stereo not given)	5.1%	.
c1ccc(-c2cnc(-c3ccccc3)nc2)cc1	-0.7%	7.2
Cc1noc(C)c1S(=O)(=O)N1CCC(C(=O)N2CCC(N3CCCCC3)CC2)CC1	.	-4.0
O=C(CN1c2ccccc2Sc2ccccc21)N/N=C/c1ccc([N+](=O)[O-])cc1	1.2%	14.8
CC(=O)c1c(C)[nH]c(C(=O)Nc2ccc(C)cn2)c1C	0.4%	-2.2
Nc1cc(N)nc(SCC(=O)NCC2CCCO2)n1 (stereo not given)	1.8%	-13.9
O=[n+]1c2c(n([O-])c3ccccc31)CCC2	2.9%	-4.0
CC(NC(=O)c1ccc2nc[nH]c2c1)c1ccccc1 (stereo not given)	-0.9%	-15.4
COc1ccc(CC(=O)NNC(=S)NC(=O)c2cccnc2)cc1	8.5%	-10.9
CC1Cc2cc(/C(O)=C3\C(=O)C(=O)N(CCN(C)C)C3c3ccccc3F)ccc2O1 (stereo not given)	0.2%	3.8
COc1cc(OC)c(NC(=O)CCCn2c(=O)oc3ccccc32)cc1Cl	-4.0%	7.8
CCOC(=O)N1CCN(S(=O)(=O)c2cc(Br)cnc2N)CC1	1.7%	12.8
Fc1ccc(-c2c[nH]c(=S)n2Cc2ccccc2)cc1	6.0%	10.7
COC(C[C@@H](O)[C@H](C)[C@H](O)COCc1ccccc1)OC	-1.3%	.
CCc1ccc(-c2nc(CN3CCC(C(=O)NCc4ccccc4OC)CC3)c(C)o2)cc1	-4.7%	-5.8
COc1cccc(CNC(=O)CSc2cc(=O)n(C)c3ccccc23)c1	-6.4%	0.2
Cc1cc(C(=O)Nc2ccc(S(=O)(=O)Nc3nccs3)cc2)c(C)o1	2.1%	.
Cn1c(=O)c2c(nc(N/N=C/c3ccco3)n2C)n(C)c1=O	0.3%	.
COc1cccc(C(=O)N(Cc2nc(-c3ccc(C)cc3)no2)C(C)C)c1	3.1%	-10.8
CC(=O)NC(=O)c1cnn(-c2ccccc2)c1N	-4.1%	.
O=C(NCc1n[nH]c(=S)n1-c1ccc(F)cc1)c1ccco1	3.3%	-6.3
Cc1ccc(C2=N/C(=C\c3ccc(OS(=O)(=O)c4ccc(C)cc4)cc3)C(=O)O2)cc1	-2.6%	.
O=C(N/N=C/c1ccccn1)c1cccc([N+](=O)[O-])c1	0.8%	-8.9
CC(C(=O)Nc1ccc(S(=O)(=O)N2CCOCC2)cc1)N1C(=O)C2CC=CCC2C1=O (stereo not given)	-7.1%	3.0
CC(C)(C)NCc1cc(Cl)ccc1OCc1cccs1	0.2%	-4.6
O=c1nc(N/N=C/C=C/c2ccccc2)cn[nH]1	-4.2%	-7.1
O=C(CCNS(=O)(=O)c1cccc2nsnc12)NCc1ccccc1Cl	-3.4%	5.9
COc1cc(S(=O)(=O)N2CCCCCC2)c(OC)cc1Br	5.8%	.
Cc1cc(C)c(S(=O)(=O)N2CCCOC2CNC(=O)C(=O)NCc2ccco2)c(C)c1 (stereo not given)	1.8%	3.9
COc1cccc(NC(=O)COC(=O)C2CCN(S(=O)(=O)c3cccs3)CC2)c1	-2.6%	.
c1ccc(CN2CN=C(Nc3nc4ccccc4s3)NC2)cc1	-0.2%	-0.6
CCOC(=O)c1ccc(S(=O)(=O)NC2CCCCCCC2)n1C	1.2%	-5.9
O=c1c2[nH]c3ccccc3c2nc2n1CCS2	-2.5%	-6.6
CC1(OC(=O)c2ccco2)C(=O)C=C2C=C(C3CC3)OC=C2C1=O (stereo not given)	2.1%	.
COc1ccccc1C1=NNC(=Nc2cccc(S(=O)(=O)N(C)C)c2)SC1	2.9%	-7.2

Compound profiles, as listed above.
Listed for CC(C)(C)NCc1cc(Cl)ccc1OCc1cccs1 → GlmU inhibition = 0.2%; RmlCD inh 1536 = -4.6
Listed for O=C(NCc1n[nH]c(=S)n1-c1ccc(F)cc1)c1ccco1 → GlmU inhibition = 3.3%; RmlCD inh 1536 = -6.3

Other results:
SMILES	GlmU inhibition	RmlCD inh 1536
CCc1nc(CN2CCN(c3cc(C(F)(F)F)ccn3)CC2)c(C)[nH]1	2.1%	6.2
O=C(NC1(C(F)(F)F)NC(=O)N(Cc2ccccc2)C1=O)c1cccs1 (stereo not given)	3.7%	.
Cc1c(N=C2NC(=O)C(CC(=O)Nc3ccccc3)S2)c(=O)n(-c2ccccc2)n1C (stereo not given)	-3.7%	.
Cc1ccc(-n2nnnc2SCC(=O)N2CCc3ccccc3C2)cc1	-10.1%	.
NS(=O)(=O)c1ccc(NC(=S)NCc2cccc(Cl)c2)cc1	-3.2%	-5.6
Cc1ccc(-n2c(CSc3nc(C)cc(C)n3)nnc2SCC(=O)N2CCCC2)cc1	-1.9%	6.1
N#CCCNc1ccc(OCCC#N)cc1	-4.1%	-4.6
C#CCOCCOCCOCCNc1nc(N2CCN(C(=O)[C@H](CCC(=O)O)n3cc(C(N)CO)nn3)CC2)nc(N2CCN(C(=O)[C@H](CCC(=O)O)n3cc(C(N)CO)nn3)CC2)n1 (stereo not given in full)	-3.2%	.
OC(c1ccncc1)(c1ccc(F)cc1)c1ccc(F)cc1	4.1%	15.9
Cc1cccc(NC(=O)CN2C(=O)CSC2=O)c1	-0.8%	-9.8
COc1ccc(Nc2nnc(C)c(=O)[nH]2)c(OC)c1	5.0%	10.6
CC(C)Nc1nc(C#N)nc(NC(C)C)n1	2.1%	5.0
N#Cc1cc2c(nc1SCC(=O)N1CCOCC1)CCCCC2	5.9%	.
COc1ccccc1NC(=O)Cn1cnc2c(cnn2-c2ccccc2)c1=O	-3.6%	.
O=C(CCC1CCCCC1)NCCN1C2=NC[C@H](Cc3ccc(O)cc3)N2C[C@H]1Cc1ccc(O)cc1	-7.7%	.
CC[n+]1cccc(-c2nc3ccccc3s2)c1	-3.9%	-14.7
COC(=O)C1=C(C)Nc2nnnn2C1c1ccccc1Cl (stereo not given)	0.0%	.

Screening results: PubChem BioAssay, several laboratories

This is a subset, so the mix of outcomes need not match the whole.
